High-throughput results (PubChem BioAssay)
NPY Y1 blocker – NPY-Y1 receptor antagonists, primary screen, cell-based | Neuropeptide Y receptor type 1 (Homo sapiens), P25929 | HEK293-CNG Y1 cells, membrane potential fluorescence; NPY at EC95, then isoproterenol | inhibition, % at 3.6 µM | 200,000 compounds, 1% hits | AID 1040, 2008;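 active means inhibition above the campaign mean inhibition of all tested compounds plus 3 SD, cut at about 20% in these data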;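 further: 0% = DMSO wells given NPY plus isoproterenol and 100% = isoproterenol alone without NPY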
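Assay system: HEK293 cells with Y1 receptor plus CNG channel | Probe or stimulus: NPY (25 nM), isoproterenol (1 µM), Ro 20-1724 (25 µM) | Timing: Compound incubation 1 h at room temperature, readout 45 min post-stimulation | Measured by: Membrane-potential fluorescent dye readout | Benchmarks: High control isoproterenol alone, low control NPY with isoproterenol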
RBBP9 inh – human RBBP9 inhibitors, primary screen, biochemical, fluorescence polarization, FP-Rh probe, HTS; Serine hydrolase RBBP9 (Homo sapiens), O75884; inhibition, % at 7.94 µM; recombinant RBBP9; 220,000 compounds, 0.2% hits; AID 1515, 2009;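 active means inhibition above the campaign mean of all tested compounds plus 3 SD, cut at about 14% in these data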;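 further: plate controls were DMSO wells with RBBP9 for no effect and wells lacking RBBP9 protein for full effect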
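Material: RBBP9 protein. Amount: RBBP9 at 2.5 µM in dispensed solution, before mixing. Schedule: 30 min then 45 min, 25 °C. Medium: Tris buffer pH 8.0, NaCl, Pluronic. Measured by: fluorescence polarization. Measure: percent inhibition from mP, scaled between DMSO and no-protein wells. Replication: one well per compound.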
BaF3 tox – parental Ba/F3 cell viability inhibition, counter-screen for JAK2V617F inhibitor project, murine pro-B, CellTiter-Glo luminescence; CellTiter-Glo ATP luminescence; inhibition, % at 5.6 µM; 220,000 compounds, 1.1% hits; AID 1486, 2009;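 active means inhibition above a per-campaign cutoff, the mean inhibition of all tested compounds plus 3 SD, cut at about 27% in these data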;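 further: 0% = DMSO wells and 100% = JAK Inhibitor I control wells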
NPY2 pot ag – NPY-Y2 potentiators or agonists, primary screen, cell-based. Neuropeptide Y receptor type 2 (Homo sapiens), P49146. cells expressing NPY-Y2, potentiator/agonist read-out. activation, % at 3.6 µM. 220,000 compounds, 0.45% hits; in the data active means activation above about 27%;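 further: cells stimulated with NPY near EC25 plus isoproterenol at EC100; 0% = vehicle plus submaximal agonist and 100% = vehicle plus saturating agonist; some results beyond the cut were filed as inactive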
Runt-CBFb FRET – inhibitors of RUNX1 Runt–CBFb binding, primary screen, biochemical, FRET, Cerulean-Runt, Venus-CBFb, uHTS; inhibition, % at 20 µM; 220,000 compounds, 0.46% hits; Runt-related transcription factor 1 (Homo sapiens) + Core-binding factor subunit beta …; Cerulean-Runt/Venus-CBFb FRET ratio 530/480, 1 h; AID 1496, 2009;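 active means inhibition over about 50% at 20 µM in the single-dose screen, limit read from the data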;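 further: 0% = DMSO wells and 100% = excess unlabeled CBFb competitor control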
Target sequence (Q01196 whole entry, looked up): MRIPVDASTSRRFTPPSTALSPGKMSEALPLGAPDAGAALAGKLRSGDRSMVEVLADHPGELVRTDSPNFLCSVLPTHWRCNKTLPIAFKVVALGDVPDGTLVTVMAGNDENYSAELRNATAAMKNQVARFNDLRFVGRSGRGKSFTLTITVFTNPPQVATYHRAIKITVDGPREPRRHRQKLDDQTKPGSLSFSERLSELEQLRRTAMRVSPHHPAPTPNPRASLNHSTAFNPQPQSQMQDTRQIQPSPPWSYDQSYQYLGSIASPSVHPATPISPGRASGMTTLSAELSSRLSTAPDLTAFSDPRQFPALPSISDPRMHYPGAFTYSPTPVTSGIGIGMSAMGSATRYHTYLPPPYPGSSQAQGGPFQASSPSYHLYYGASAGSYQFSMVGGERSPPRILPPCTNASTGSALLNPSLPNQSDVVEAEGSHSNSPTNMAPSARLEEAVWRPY
Target sequence (Q13951 whole entry, looked up): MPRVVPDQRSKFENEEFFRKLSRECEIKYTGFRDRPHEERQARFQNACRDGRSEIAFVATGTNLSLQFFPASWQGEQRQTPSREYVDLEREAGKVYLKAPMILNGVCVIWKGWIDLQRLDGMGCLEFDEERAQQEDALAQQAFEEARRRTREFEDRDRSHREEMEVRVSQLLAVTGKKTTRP
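Reagent – Venus-CBFb binding partner, 100 nM · Assay system – Cerulean-tagged RUNX1 Runt domain (FRET donor) fusion protein · Input – 100 nM per protein · Incubation – two 1 h room-temperature incubations shielded from light · Measured by – FRET fluorescence · Medium – Tris buffer pH 7.5 with salts and BSA · Benchmarks – unlabeled CBFb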
S1P4 antag – S1P4 receptor antagonists, primary screen, cell-based. S1P4-expressing cells, antagonist mode, reporter read-out. inhibition, % at 4.98 µM. 220,000 compounds, 0.26% hits. AID 1510, 2009; in the data active means inhibition above about 29%;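 further: 0% = wells stimulated with agonist and 100% = vehicle wells without agonist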
Target sequence (O95977 whole entry, looked up): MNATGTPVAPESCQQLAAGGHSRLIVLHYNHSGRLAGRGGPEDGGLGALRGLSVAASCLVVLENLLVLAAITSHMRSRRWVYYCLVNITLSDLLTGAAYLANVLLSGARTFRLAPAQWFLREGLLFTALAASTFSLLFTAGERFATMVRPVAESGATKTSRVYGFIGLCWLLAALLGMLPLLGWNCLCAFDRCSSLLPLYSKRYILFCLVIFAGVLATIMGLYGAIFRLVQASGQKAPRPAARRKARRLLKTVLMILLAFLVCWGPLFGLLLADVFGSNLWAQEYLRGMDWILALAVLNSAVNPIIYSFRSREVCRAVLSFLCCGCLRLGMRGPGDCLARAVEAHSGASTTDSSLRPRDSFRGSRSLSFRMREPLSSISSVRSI
Ba/F3 V617F tox – reduced viability of JAK2V617F-dependent Ba/F3 cells, primary screen, JAK2V617F inhibitor project, cell-based, Ba/F3 EpoR-JAK2V617F, luminescence. ATP luminescence. inhibition, % at 5.6 µM. 220,000 compounds, 1.1% hits. AID 1446, 2008;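 active means inhibition above the campaign mean plus 3 SD over all tested compounds, cut at about 24% in these data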;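 further: cytokine-independent growth of Ba/F3 cells driven by EpoR plus mutant JAK2; 0% = DMSO-treated cells and 100% = JAK inhibitor I control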
NPY-Y1 PAM-ag – NPY-Y1 receptor potentiators or agonists, primary screen, cell-based; Neuropeptide Y receptor type 1 (Homo sapiens), P25929; NPY-Y1 expressing cells, potentiator/agonist activation; activation, % at 3.6 µM; 220,000 compounds, 0.37% hits; in the data active means activation above about 33%, passing the limit was not always enough;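 further: cells stimulated with NPY at EC10 then isoproterenol at EC100; 0% = low agonist plus stimulus and 100% = saturating agonist plus stimulus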
S1P4 agonist – S1P4 receptor agonists, primary screen, cell-based; Sphingosine 1-phosphate receptor 4 (Homo sapiens), O95977; S1P4-expressing cell line, agonist reporter assay; 220,000 compounds, 0.35% hits; AID 1509, 2009; activation, % at 4.98 µM; in the data active means activation above about 11%;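 further: 0% = DMSO vehicle and 100% = reference agonist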
* hit, by the source's call; · = no result given. Compounds as they come; about 3.6% have a hit in one of these screens.

SMILES	NPY Y1 blocker	RBBP9 inh	BaF3 tox	NPY2 pot ag	Runt-CBFb FRET	S1P4 antag	Ba/F3 V617F tox	NPY-Y1 PAM-ag	S1P4 agonist
O=C(COc1ccccc1[N+](=O)[O-])Nc1ccc(CN2CCOCC2)cc1	0	-3	4	-9	0	-6	0	1	0.6
Cc1cc(C(=O)CCl)c(C)n1CCc1ccccc1	2	5	9	-7	-1	15	4	18	2.1
CC(C)(C)C(=O)N/C(N)=N/c1nc2ccccc2o1	·	-6	-1	-8	-1	-23	2	15	0.0
COCCNC(=O)/C(C#N)=C/C=C/c1ccccc1[N+](=O)[O-]	-1	-2	-4	-14	-2	-2	1	-9	1.0
CC(=O)N(C)C1(c2nnnn2CCOC(=O)Nc2ccc(Cl)cc2)CCCCC1	-3	1	5	3	-1	1	3	-6	0.5
O=C(Nc1ccc(Oc2ccc3c(c2)C(=O)N(c2ccc(O)cc2)C3=O)cc1)c1cccs1	1	-2	7	4	-14	-13	3	-18	0.0
CCN(C(=O)CSc1cc(C)c2ccc(OC)cc2n1)C1CCS(=O)(=O)C1 (configuration not stated)	·	-1	-2	-1	-2	-6	-5	25	-0.7
COc1cc(OC)c(C2=NOC(C(=O)NCc3cccs3)C2)cc1Cl (configuration not stated)	20	-8	19	-19	-1	-2	6	-2	-1.3
COC(=O)c1ccc(CSc2nc3ccc(C)cc3[nH]2)o1	-1	-7	4	11	1	3	0	-16	0.3
CC(=O)c1cccc(NC(=S)NC(=O)c2ccccc2Cl)c1	-1	-12	11	-6	-3	-18	6	4	-2.4
CC(=O)N1CCc2cc(S(=O)(=O)NC(Cc3ccccc3)C(=O)NCCN3CCCCC3C)ccc21 (configuration not stated)	2	3	7	-12	-2	-18	4	-10	-0.4
O=C(CSC1CC(=O)N(c2ccc(C(=O)O)cc2)C1=O)Nc1ccc2ccccc2c1 (configuration not stated)	-2	-2	-2	2	5	-19	1	14	1.1
COc1cccc(CNC(=O)c2nnn(CC(=O)Nc3ccc4c(c3)OCO4)c2N)c1	0	-3	-1	-7	-3	1	5	-17	0.9
CCN(CC)c1ccc(NC(=O)c2ccc(Cl)nc2)cc1	10	-11	72*	-6	13	-6	81*	-1	-1.2
O=C(CN1C(=O)C2CC=CCC2C1=O)NCC(=O)Nc1ccc(F)c(F)c1F (configuration not stated)	2	-4	4	6	-1	4	-1	13	1.6
C/C(=N\NC(=O)c1cccc(S(=O)(=O)Nc2ccccc2Cl)c1)c1ccc(-n2ccnc2)cc1	-5	-9	1	7	2	-9	-3	2	-2.5
Cc1cc(C(=O)NCc2ccccc2)no1	-1	-8	1	6	0	-16	-4	0	-0.9
O=C(CN1CCN(c2ncccn2)CC1)N1CCc2ccccc21	2	-2	4	8	3	1	0	-7	-1.5
Cc1ccc(-c2ccc(CCC(=O)O)n2CC(=O)O)cc1	-1	2	4	11	3	-4	-1	1	-0.5
O=C(NCCOC12CC3CC(CC(C3)C1)C2)c1cccc(Br)c1	4	-5	1	-26	·	-7	-3	-26	0.8
CCOc1ccc(-c2noc(-c3cccnc3)n2)cc1OCC	·	-10	2	12	-1	-11	7	36	3.2
O=[N+]([O-])c1ccc2[nH]nc(-c3ccccc3)c2c1	-7	0	8	6	-1	-20	-2	13	0.7
COC(=O)c1ccc(-n2c(C)ccc2-c2ccccc2)cc1	11	-2	2	-14	0	-4	0	1	0.6
COC(OC)c1ccnc(-c2ccc(OC(C)=O)cc2)n1	10	9	6	6	-1	-20	0	-3	0.7
C=CCNC(=O)CCCc1ccccc1	0	0	3	10	-2	-4	-1	1	-1.5
The results go on:
SMILES	NPY Y1 blocker	RBBP9 inh	BaF3 tox	NPY2 pot ag	Runt-CBFb FRET	S1P4 antag	Ba/F3 V617F tox	NPY-Y1 PAM-ag	S1P4 agonist
Cc1cc(C)c2cc(CN(Cc3nnnn3Cc3ccc(F)cc3)C3CCCC3)c(=O)[nH]c2c1	3	-6	-4	-12	-1	8	-3	-4	-0.8
Cc1ccc(C(=O)Nc2ccon2)cc1S(=O)(=O)N1CCCCCC1	3	-2	-1	-22	3	11	-4	-6	-0.5
Nc1nc(CSc2ccc(Cl)cc2)nc(N2CCCCC2)n1	20	1	3	-14	-2	10	4	-6	2.2
COc1ccc(C(=O)Oc2cccnc2)cc1	-1	4	5	14	3	-22	-2	-4	-2.1
CCCNS(=O)(=O)c1ccc(OCC(=O)N2CCOCC2)cc1	3	-4	3	-5	-2	-14	-4	-21	2.0
CC(OC(=O)C(NC(=O)c1ccco1)C(C)C)C(=O)Nc1ncc(Cl)cc1Cl (configuration not stated)	2	-2	2	-9	-1	6	0	6	-0.2
Cc1cc(C(=O)Nc2cccc(O)c2)co1	-4	-10	4	-6	2	-19	0	-4	2.8
CCc1ccc2nc(N3C(=O)c4oc5ccccc5c(=O)c4C3c3ccc(OC)c(OC)c3)sc2c1 (configuration not stated)	0	-6	6	12	-2	-7	4	10	5.5
O=C(CN1CCN(S(=O)(=O)c2ccc3ccccc3c2)CC1)N1CCc2ccccc2C1	-1	-11	7	9	-4	-8	-1	40	-2.5
CCOC(=O)N1CCN(C(=O)CN(c2ccc(OC)cc2)S(C)(=O)=O)CC1	1	-1	0	-4	-6	6	1	-21	2.9
COc1cc(C(=O)NNC(=S)NC(=O)c2ccccc2C)cc(OC)c1OC	7	-4	6	5	1	-13	-1	16	1.5
O=C(c1cc2ccccc2o1)N1CC=C(c2ccccc2)CC1	·	-12	-1	4	-1	17	-4	-17	-1.3
CCOCc1nnc(NC(=O)CSc2ccc(C)cc2)s1	7	-3	-2	-21	1	-16	-1	-30	4.4
COc1ccc(CCN(C)c2ncnc3sccc23)cc1OC	-5	-11	1	-17	-3	0	5	-9	0.0
COCCN(C(=O)C(C)C)c1nnc(-c2ccc(C(C)(C)C)cc2)s1	5	-4	6	-6	-8	-6	-1	-1	2.7
CCC(C)Sc1nc(O)cc(=O)[nH]1 (configuration not stated)	-8	-3	-2	10	0	-10	-3	-16	1.4
Cc1ccc(-n2c(SCC(=O)N/N=C/c3ccc(C)s3)nnc2-c2ccccc2)cc1	5	-5	5	-6	-2	-17	5	1	0.1
O=C(NCc1ccncc1)Nc1ccc(F)cc1	-2	-2	-1	-10	-1	-42	-3	-5	-0.2
CCOn1c(=O)c(-c2ccc(OC)c(OC)c2)[n+]([O-])c2ccccc21	0	-7	5	1	-9	-13	-1	5	0.6
CN(CCN1CCOCC1)Cc1nc(-c2cccs2)no1	2	-7	4	3	1	10	-1	16	1.0
CCCCCCn1cnc2c(oc3nc4c(cc32)CCCC4)c1=O	-1	2	3	-11	-6	3	-2	-11	4.4
O=C(Nc1ccc(Cl)c([N+](=O)[O-])c1)C(Sc1ccccc1)c1ccccc1 (configuration not stated)	-4	-49	7	13	2	-6	-3	20	-0.7
CCCCC1C2=C(CCCC2=O)OC2=C1C(=O)CCC2	7	-12	5	4	-1	-11	4	-9	-0.3
O=C(NCC(c1cccnc1)N1CCN(c2ccccc2F)CC1)C1CCCCC1 (configuration not stated)	6	-6	5	-16	1	7	-1	-3	-1.4
O=C(COc1ccccc1Cl)NCc1ccco1	8	7	6	-9	4	-9	5	-14	-2.3
(list continues)
SMILES	NPY Y1 blocker	RBBP9 inh	BaF3 tox	NPY2 pot ag	Runt-CBFb FRET	S1P4 antag	Ba/F3 V617F tox	NPY-Y1 PAM-ag	S1P4 agonist
Cc1ccc(S(=O)(=O)N2CCCCC2)cc1NC(=O)COC(=O)Cc1cccc(C(F)(F)F)c1	6	-5	8	-11	-2	-11	5	-22	2.9
CCOc1ccc(N=c2scc(-c3ccccc3)n2CCO)cc1	-5	-3	5	9	2	-2	0	18	0.1
CSc1nc(Oc2ccccc2)c2sccc2n1	5	-4	-3	-4	-1	2	-6	2	-3.4
COc1ccc(NC2=CC(=S)NC(C)(C)C2)cc1	·	-5	-4	13	5	8	-3	3	0.8
Cc1ccc(C(=O)Nc2c(C)cc(-c3ccccc3)oc2=O)cc1	4	0	1	6	0	-6	-1	13	-1.8
CC(=O)Oc1cc2c(C(=O)NCCN3CCOCC3)c(C)oc2c2ccccc12	-4	-2	7	-6	-3	3	3	-9	1.7
COC(=O)c1cc(=O)n(Cc2ccco2)c(=Nc2ccc(F)cc2)s1	3	1	-3	-5	3	16	-1	5	1.3
CN(/N=C/c1ccc(O)cc1O)c1nc(-c2ccccc2)cc(-c2ccccc2)n1	12	2	2	-2	-2	-14	-1	4	0.0
Oc1c(Br)cc(Br)cc1C=Nc1ccc2c(c1)OCO2	1	-4	5	8	-48	-17	-3	-14	2.3
CC(C)C(=O)Nc1ccc(C(=O)NNC(=S)NC(=O)c2ccccc2[N+](=O)[O-])cc1	-2	3	2	4	6	-9	-1	-9	0.7
CCN(Cc1ccccc1)C(=O)c1cc2c(=O)oc3ccc(C)cc3c2s1	8	-14	13	-26	-2	7	2	-32	-0.8
Cn1cnnc1SCCNS(=O)(=O)c1ccccc1	2	-5	1	6	1	0	0	-1	2.4
CN1C(=O)C2(C(C#N)=C(N)N(c3ccc(Cl)cc3)C3=C2C(=O)CC(C)(C)C3)c2ccccc21 (configuration not stated)	1	-2	3	-17	2	14	-1	-7	3.4
O=c1c2ccccc2nc(-c2ccccc2)n1Cc1ccc(Cl)cc1	1	4	2	-11	-2	0	-4	-13	0.6
Cc1ccc(-n2nnnc2SCc2ccccn2)cc1C	6	6	4	-13	2	-3	0	-6	-2.7
CC(C)c1nnc(NC(=O)CS(=O)(=O)Cc2ccccc2)s1	1	-7	5	-13	2	-9	1	-22	0.4
O=C(CSc1nnc(-c2ccco2)n1-c1ccccc1)N1CCN(C(=O)c2ccco2)CC1	3	-5	8	-4	3	-15	0	-13	1.5
O=C(NCC1CCCO1)C(=O)N/N=C/c1cc(Cl)ccc1O (configuration not stated)	·	7	2	-4	-2	-5	1	11	1.1
O=C(Nc1ccc(OC(F)F)cc1)c1ncc(Cl)c(Cl)c1Cl	8	-7	0	-6	0	-8	-2	-12	0.8
O=C(COc1ccc(Cl)cc1Cl)N1CCN(c2ccccn2)CC1	3	-2	3	2	0	0	-1	-9	0.5
CCCCc1ccc(NC(=S)N2CCCC(C)C2)cc1 (configuration not stated)	8	-2	5	-3	0	4	1	2	-0.8
O=C(NC(=S)Nc1nc(-c2ccc(Cl)cc2)cs1)c1cccs1	-1	-8	1	-9	-2	-1	-2	7	0.6
